Compound activity: PubChem, several laboratories
PfHsp90 set2 – growth inhibition of PfHsp90-expressing yeast, primary screen, antimalarial PfHsp90 inhibitor project, S. cerevisiae, BacTiter-Glo luminescence, single point, set 2; BacTiter-Glo ATP, 48 h; yeast lacking PDR1 and PDR3 efflux regulators; inhibition, % at 9.4 µM; 0.32% of 310,000 active;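 active means every replicate shows inhibition above about 80%, whatever the replicate mean, limit read from the data; inconclusive means mean inhibition reaches the set limit but some replicate falls short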;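 further: 0% = DMSO neutral controls and 100% = 20 µM radicicol positive controls; yeast relying on Plasmodium falciparum Hsp90 in place of its own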
Ecoli viability – E. coli V3065 growth inhibition, primary screen, counter-screen for AddAB inhibitor project, absorbance, OD600; 18 h; inhibition, % at 11.9 µM; 0.27% of 330,000 active; AID 449728, 2010;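 active means inhibition above the campaign's mean inhibition across all tested compounds plus 3 SD, cut at about 9.9% in these data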;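 further: uninfected addAB+ strain grown without phage in ampicillin broth; 0% = DMSO wells and 100% = ciprofloxacin 0.95 µg/ml wells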
DSG3 Ab inh – inhibitors of pemphigus antibody binding to DSG3, primary screen, biochemical, bead-based, flow cytometry, scFv-GFP; AID 588358, 2011; 0.48% of 310,000 active; Desmoglein-3 (Homo sapiens), P32926; DSG3-coupled beads, scFv-anti-DSG3-GFP binding; active compounds read low; binding (percent of control), % at 10 µM;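 active means binding more than 3 SD below its plate's average and above zero; inconclusive means below that plate limit but binding exactly zero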;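 further: hits lower antibody fragment binding to DSG3; some compounds called inactive have numbers as strong as hits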
HTR5A inv ag – HTR5A inverse agonists in luminescence cell assay, primary screen, counter-screen for OPRM1-OPRD1 heterodimer inverse agonist project, full-deck HTS. 5-hydroxytryptamine receptor 5A (Homo sapiens), P47898. HTR5A cell line, inverse agonism. inhibition, % at 9.3 µM. 0.083% of 340,000 active. AID 504634, 2011; in the data active means inhibition mostly above about 23%, no sharp cut-off; inactive means mostly below about 18%;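 further: 0% = cells with DMSO and 100% = no-cell wells with DMSO; some compounds called inactive have numbers as strong as hits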
Target sequence (P47898 whole entry, looked up): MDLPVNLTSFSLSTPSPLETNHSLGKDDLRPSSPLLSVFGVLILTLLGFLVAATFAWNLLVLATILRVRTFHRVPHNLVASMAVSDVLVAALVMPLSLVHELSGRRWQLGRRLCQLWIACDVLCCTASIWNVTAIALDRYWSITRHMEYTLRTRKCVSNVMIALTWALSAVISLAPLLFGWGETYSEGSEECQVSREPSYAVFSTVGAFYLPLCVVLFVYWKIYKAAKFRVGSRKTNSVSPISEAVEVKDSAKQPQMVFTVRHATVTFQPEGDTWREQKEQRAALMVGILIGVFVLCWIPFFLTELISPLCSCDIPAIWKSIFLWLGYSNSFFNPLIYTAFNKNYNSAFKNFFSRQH
AddAB inh – growth inhibition of E. coli expressing H. pylori AddAB, primary screen, AddAB inhibitor project, absorbance; inhibition, % at 11.9 µM; 0.29% of 330,000 active; AID 435030, 2010; in the data active means inhibition above about 12%;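 further: 0% = vehicle wells of infected cells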
MOR-DOR inv ag – inverse agonists of MOR-DOR heterodimerization, primary screen, cell-based, luminescence. cell-based MOR-DOR heterodimer luminescence, inverse agonism. inhibition, % at 9.3 µM. 0.21% of 340,000 active; in the data active means inhibition above about 22%, passing the limit was not always enough;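 further: 0% = cells with DMSO and 100% = wells without cells with DMSO; values of inactives mirror those of a sister screen read the other way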
PKA-R1A act – activators of PKA-R1A holoenzyme, primary screen, biochemical, fluorescence polarization, Cy5-IP20, bovine R1A, mouse PKAc. cAMP-dependent protein kinase type I-alpha regulatory subunit (Bos taurus) + …. PKA-R1A dissociation; scaled: DMSO 0%, 113 µM cGMP 100%. activation, % at 11.4 µM. 0.083% of 340,000 active. AID 504707, 2011;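 active means percent activation above the mean of all tested compounds plus 3 SD, cut at about 19% in these data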;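 further: higher means more PKAc released from R1A so a rise in polarization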
phage Ecoli inh – growth loss of phage-infected E. coli, primary screen, RecBCD inhibitor project, absorbance, with phage, HTS; inhibition, % at 11.9 µM; 0.26% of 360,000 active; in the data active means inhibition above about 11%
HTR5A ag – HTR5A agonists in luminescence cell assay, primary screen, counter-screen for OPRM1-OPRD1 heterodimer agonist project, full-deck HTS; 5-hydroxytryptamine receptor 5A (Homo sapiens), P47898; cell-based; activation, % at 9.3 µM; 0.61% of 340,000 active; AID 504692, 2011; in the data active means activation mostly above about 9.5%, no sharp cut-off; inactive means mostly below about 7.6%;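 further: 0% = cells with vehicle only and 100% = reference agonist; strong numbers were not always called active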
OPRM1-OPRD1 ag – agonists of OPRM1-OPRD1 heterodimerization, primary screen, cell-based, luminescence; Mu-type opioid receptor (Homo sapiens) + Delta-type opioid receptor (Homo sapiens), …; 0.3% of 340,000 active; activation, % at 9.3 µM; AID 504326, 2011; cells; in the data active means activation above about 18%;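 further: 0% = vehicle-treated cells and 100% = reference agonist; values of inactives mirror those of a sister screen read the other way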
Mot1-301 SUMO – yeast Mot1-301 growth rescue at high temperature, primary screen, SUMOylation pathway inhibitor project, S. cerevisiae, ATP luminescence, 38.5C. S. cerevisiae Mot1-301 growth rescue; percent above DMSO median, 100 means doubled. growth rescue, % at 18.8 µM. 1% of 320,000 active;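 active means every valid replicate shows activation above 250% relative to neutral control wells; inactive means the rest, any valid replicate at or below 250%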;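 further: OY570 slx delta 5 strain wells were the positive control but not used for scaling; some compounds called inactive have numbers as strong as hits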
Active calls of the source: *; ? = inconclusive; . = no result given.

SMILES	PfHsp90 set2	Ecoli viability	DSG3 Ab inh	HTR5A inv ag	AddAB inh	MOR-DOR inv ag	PKA-R1A act	phage Ecoli inh	HTR5A ag	OPRM1-OPRD1 ag	Mot1-301 SUMO
CCn1c(-c2cccnc2)n[nH]c1=S	21	-1.1	102	3	1.8	9	-5	2.5	-1	-1.5	-5
OCc1ccc(-c2nn(Cc3ccccc3)c3ccccc23)o1	-8	0.3	.	-22	0.1	11	-10	5.0	6	-2.0	10
COc1ccc(C)cc1N(C(=O)COc1cccc(F)c1)c1nc2ccccc2s1	-6	2.6	98	9	1.5	17	0	5.5	3	-3.4	38
Cc1ccc(NS(=O)(=O)c2ccc3c(c2)NC(=O)C(C)C(=O)N3)c(Br)c1 (stereo not given)	-7	-0.4	108	3	0.6	-4	2	1.4	4	0.7	-6
CC(C)N1CSC(=S)N(Cc2ccccc2)C1	-3	0.3	97	-1	5.4	0	-5	1.3	0	0.0	-9
COc1ccc(-c2csc(NC(=O)c3cccs3)c2C(=O)O)cc1OC	1	0.0	97	5	0.6	7	-7	2.0	-2	-1.5	-14
CN(C(=O)CSc1nnc(-c2ccccc2F)o1)c1ccccc1	7	0.6	101	8	0.3	12	3	-5.0	4	-1.9	-4
CN(Cc1ccccc1)c1nc(N)c([N+](=O)[O-])c(NCc2ccccc2)n1	-34	0.3	119	-23	-0.9	-21	-5	1.9	2	3.8	-10
CCOCCCNc1ncnc2c1[nH]c1ccccc12	39	1.7	.	0	3.4	-22	1	2.5	0	4.0	2
CCOC(=O)C1(Cc2cccc(OC)c2)CCN(C(C)CC(C)(C)O)CC1 (stereo not given)	-4	3.6	.	-28	5.1	5	-9	5.9	4	-1.1	-5
CC(=O)Nc1ccc2c(c1)C(=O)c1cccc(C(=O)O)c1-2	14	.	102	-1	.	14	-3	0.8	0	-3.2	.
N/C(=N\c1nc2c(c(=O)[nH]1)CCC2)Nc1cccc(Cl)c1	-6	1.7	.	-21	0.4	-9	14	2.0	1	1.8	-7
CCN1CCN(C(=O)/C=C/c2ccc([N+](=O)[O-])cc2)CC1	-1	-1.0	102	-8	3.5	8	-4	3.6	2	-1.4	3
COc1ccc(NC(=O)CN(c2ccccc2F)S(=O)(=O)c2ccc(C)cc2)cc1	2	-1.9	115	19	-0.3	15	-13	0.7	-6	-3.0	-8
O=C(O)COCC(=O)N1CCN(C(c2ccccc2)c2ccccc2)CC1	2	-0.7	111	-13	1.6	14	2	1.5	0	-2.7	9
O=C1c2ccccc2C(O)(c2ccccc2)N1CCc1ccccc1 (stereo not given)	2	2.5	102	-19	1.4	-5	-8	0.4	5	1.0	-23
CCOC(=O)c1cc(-c2ccc(C)cc2)nc2nc(SC)[nH]c(=O)c12	2	-1.6	93	-3	-0.2	-23	-6	5.7	1	3.4	-12
Cc1ccc(OCCCn2ccnc2)c(Br)c1	0	-1.0	110	16	-1.0	20	0	-2.4	-5	-4.2	71
COc1ccc(C)cc1NC(=O)c1nnn(Cc2cccc(C(F)(F)F)c2)c1N	11	2.1	80	-17	0.7	-41	-16	5.0	1	6.5	20
O=C(c1ccc(Cl)cc1)c1ccc(CN2C(=O)c3ccccc3C2=O)o1	-82	-0.1	.	5	4.3	12	1	2.9	2	-2.0	-9

Single entries from the entries so far:
CCOCCCNc1ncnc2c1[nH]c1ccccc12 in PfHsp90 set2 is listed with 39
CN(C(=O)CSc1nnc(-c2ccccc2F)o1)c1ccccc1 in Mot1-301 SUMO is listed with -4
CCOC(=O)C1(Cc2cccc(OC)c2)CCN(C(C)CC(C)(C)O)CC1 (stereo not given) in HTR5A ag is listed with 4
OCc1ccc(-c2nn(Cc3ccccc3)c3ccccc23)o1 in Ecoli viability is listed with 0.3

(next part)
SMILES	PfHsp90 set2	Ecoli viability	DSG3 Ab inh	HTR5A inv ag	AddAB inh	MOR-DOR inv ag	PKA-R1A act	phage Ecoli inh	HTR5A ag	OPRM1-OPRD1 ag	Mot1-301 SUMO
Cc1ccccc1C(=O)c1cccn1CC(=O)NCCCc1ccccc1	9	4.0	108	3	2.3	-11	6	1.1	-1	2.1	-16
O=C(NCc1ccncc1)c1cncc(Br)c1	-2	1.2	101	-8	-0.5	0	-4	4.4	-5	0.0	.
O=C1CSC(c2cccnc2)N1c1ccc(F)cc1 (stereo not given)	-3	1.3	99	-7	-0.6	15	5	2.3	-2	-3.0	-19
CCOC(=O)c1ccc(NC(=O)CC2OCCN(CC)C2=O)cc1 (stereo not given)	?	-1.7	97	-17	2.3	8	-11	1.6	1	-1.5	.
CC(=O)c1ccc(OCc2cc(C(=O)NC3CCCCC3)no2)cc1	-2	1.0	.	11	-0.4	-1	-7	0.7	-1	0.2	8
CSc1nc(SCC(N)=O)c2c3c(sc2n1)CN(C)CC3	-22	-0.6	110	-38	-1.3	4	2	3.8	14	-0.7	-4
CC1=C(C(=O)Nc2ccccn2)C(c2ccc(Cl)cc2Cl)NC(=S)N1 (stereo not given)	-1	-2.7	87	9	-1.6	14	7	4.4	-4	-2.2	-17
O=c1[nH]c2ccccc2cc1-c1nnn(-c2ccc(Cl)c(Cl)c2)n1	-5	0.8	103	-61	2.9	21	0	2.2	18*	-3.8	-4
COc1ccc(Cl)cc1Nc1nc(C)nc2c1oc1ccccc12	-19	-0.5	94	-10	1.7	18	-5	1.9	3	-3.6	6
O=C(CCNC(=O)c1ccccc1)NCC1CCCCC1	1	-0.9	96	-25	-0.3	-13	-6	2.0	3	2.8	2
CC(=O)c1ccc(OC(=O)CCNC(=O)c2ccccc2)cc1	-44	-0.4	.	9	0.3	18	-1	2.5	-3	-4.4	8
CC1CN(C(=O)Nc2ccc3snnc3c2)c2ccccc21 (stereo not given)	19	-1.6	111	8	4.0	-9	-5	2.6	-3	1.8	-7
CCC1CCCCN1CCCNC(=O)Cn1nc(C)n2nc(-c3ccccc3)cc2c1=O (stereo not given)	-24	-3.9	.	-4	-0.6	10	-6	4.9	-2	-1.9	-19
COc1cc(C)c(Cl)cc1S(=O)(=O)NCc1ccco1	16	0.7	97	22	4.7	9	-9	1.8	-1	-2.2	-11
CC(C)CCn1c(CN2CCN(c3cccc(Cl)c3)CC2)nc2c1c(=O)n(C)c(=O)n2C	-37	0.3	73	11	-1.0	-17	-7	1.8	3	3.0	-2
O=C(Nc1ccccc1)OC1C2CCC1C(N1CCCCC1)CC2 (stereo not given)	1	1.9	109	-21	4.5	7	-16	3.4	8	-1.3	1
O=C(NCc1ccco1)c1ccc(Cl)nc1	3	1.3	78*	-7	2.4	13	9	0.4	3	-2.6	274
Cc1ccc2c(c1)C(c1ccc([N+](=O)[O-])cc1)=NNC(c1ccc(Br)cc1)=N2	-2	-1.5	100	14	1.6	-3	-12	4.7	-4	0.6	-8
O=C(NCc1cccnc1)/C(=C\c1ccc(-c2ccc(Br)cc2)o1)S(=O)(=O)c1ccccc1	15	2.6	105	-7	0.3	14	1	4.0	3	-2.4	25
O=C(CCCn1c(=S)[nH]c2cc3c(cc2c1=O)OCO3)NCCc1ccccc1Cl	-16	-0.8	105	-5	-2.5	17	-14	-0.9	-2	-3.4	11
COc1ccccc1C(=O)NCCNc1nc2cc(C)cc(C)c2cc1C#N	-5	-2.2	117	17	4.0	4	-2	2.9	-5	-0.8	73
CCOC(=O)N/N=C/c1cn(Cc2ccc(F)cc2)c2ccccc12	9	-1.0	115	-4	0.9	-17	4	1.6	0	3.2	-27
CCCCNC(=O)c1cn(CC)c2ccc(S(=O)(=O)N3CCCC3)cc2c1=O	-7	2.1	105	-19	0.6	22	-5	4.2	1	-4.3	-8
CCn1c(NCc2cccc(OC)c2OC)nc2ccccc21	0	1.4	96	28	1.2	3	-7	2.0	-4	-0.6	-4
COc1ccc(C(=O)NCC(=O)N2CC=C(c3ccccc3)CC2)cc1OC	.	1.1	97	-2	0.3	12	-8	5.5	-5	-2.9	13
O=C(NC1CC1)C1=C[C@H](C2CCCCC2)C[C@H](OCCCCO)O1	.	-0.7	98	1	5.7	9	6	1.1	2	-1.6	-6
O=C(C1CCCO1)N1CCN(S(=O)(=O)c2ccc(F)cc2)CC1 (stereo not given)	8	1.8	103	-7	-1.1	-11	-6	3.6	3	1.6	.
CCOc1c2ccc(C(=O)NCc3cc(C(F)(F)F)cc(C(F)(F)F)c3)cc2nn1CCOC	-1	-0.8	97	0	2.9	-6	-1	1.1	3	1.3	18
O=C(CCc1nc2ccccc2[nH]c1=O)OCc1ccc(S(=O)(=O)N2CCOCC2)cc1	-14	0.1	100	1	0.5	14	-9	1.6	9	-2.5	-4
CC(C)(C)c1cc(=O)[nH]c(SCc2ccccc2Cl)n1	-32	-1.2	103	-32	-0.7	-45	-7	4.0	12*	8.0	123
O=C(NC1CCCCCC1)c1c2c(nc3ccccc13)CCN(Cc1ccccc1)C2	11	0.3	130	3	0.1	2	2	0.4	8	-0.2	5
S=C(NCc1cccnc1)Nc1ccc(Cl)c(Cl)c1	.	11*	92	-6	11	0	-13	10	3	0.0	-7
C=Cc1ccc(CSc2cc(C)nc3nc(C)nn23)cc1	-32	-2.8	106	-3	-1.0	3	0	-1.5	1	-0.5	-3
CCOC(=O)c1oc2ccccc2c1COC(=O)CNC(=O)c1ccccc1OC	.	0.9	102	-5	0.9	9	-2	1.6	2	-1.4	18
COC(=O)c1ccc(Nc2nc3ccc(C)cc3n3cnnc23)cc1	-6	-1.7	88	-16	-1.5	-3	-7	1.1	4	0.6	55
C=CCNc1nc(N)c(C(=O)c2ccc3c(c2)OCO3)s1	6	1.3	111	-4	3.2	6	2	-0.2	2	-1.4	334
CCCn1c(N)c(N(CCOC)C(=O)c2ccc([N+](=O)[O-])cc2Cl)c(=O)[nH]c1=O	-15	0.4	115	-33	1.9	13	-4	0.9	12	-2.5	-9

A draw from above in order of formula weight, rising:
SMILES	PfHsp90 set2	Ecoli viability	DSG3 Ab inh	HTR5A inv ag	AddAB inh	MOR-DOR inv ag	PKA-R1A act	phage Ecoli inh	HTR5A ag	OPRM1-OPRD1 ag	Mot1-301 SUMO
CC(=O)c1ccc(OC(=O)CCNC(=O)c2ccccc2)cc1	-44	-0.4	.	9	0.3	18	-1	2.5	-3	-4.4	8
CC(=O)c1ccc(OCc2cc(C(=O)NC3CCCCC3)no2)cc1	-2	1.0	.	11	-0.4	-1	-7	0.7	-1	0.2	8
CC(C)CCn1c(CN2CCN(c3cccc(Cl)c3)CC2)nc2c1c(=O)n(C)c(=O)n2C	-37	0.3	73	11	-1.0	-17	-7	1.8	3	3.0	-2
